Nrf2 activator – Nrf2 pathway activation | AID 624171 | Potency, µM (titrated, usually from 46.1 µM), inactives show top-dose activation, actives largely listed as activators | 410,000 compounds, 0.31% hits | AREc32 ARE-luciferase reporter (MCF7-derived line), luminescence, 24 h; note: potency is the fitted concentration of half-maximal effect; % of control where 0% means no effect; nearly all actives have a fitted effect of over 65% in size
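Quantitative high-throughput format: AREc32 reporter cells, 1000 per well, received compound by pin transfer and were incubated 24 hr at 37 deg C, 5% CO2, before Steady-Glo luminescence detection.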
TGFb SMAD3 inh – TGF-b pathway inhibition | HepG2 CAGA-GFP TGF-b/SMAD3 reporter, GFP fluorescence, 18 h; TGF-beta stimulated, 500 pg/mL final | Potency, µM (doses to about 46.1 µM), without a hit: at the top dose activity, negative = inhibition, most hits filed as inhibitors | 410,000 compounds, 1.2% hits | AID 588855; note: potency is the fitted concentration of half-maximal effect; % is set by controls: 0 for no effect and ±100 for the full control effect; nearly all actives have a fitted effect of over 65% in size
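Per well, imaged GFP fluorescence of HEPG2 CAGA-GFP cells gives the signal; cells get compound, then TGF-beta (500 pg/mL final), 18 h at 37 degrees C; %Activity versus -TGF-beta and +DMSO controls.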
CCT modulator – cytosolic chaperonin activity modulation; purified chaperonin ATPase assay, HTRF ADP detection, 30 min; activity change, % (concentration not given with the values), hits read low; 360,000 compounds, 0.3% hits; in the data active = activity change below about -30%; note: % is set by controls: 0 for no effect and ±100 for the full control effect
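Enzyme 40 or 20 nM (batch-dependent) in Tris pH 7.4/KCl/MgCl2/DTT; cpd 76 uM single point; ATP 10 uM; 30 min 37 °C; Transcreener ADP HTRF detection, 30 min RT; ratio 665/615.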
HepG2 tox – HepG2 cytotoxicity, counter-screen for TGF-b inhibitors. Potency, µM (doses to about 46.1 µM), for inactives: at the top dose activity change, negative = cytotoxicity, hits mostly cytotoxic. HepG2 CAGA-GFP viability, ATP luminescence, 18 h. 410,000 compounds, 0.76% hits; note: potency is the fitted concentration of half-maximal effect; some results filed as inactive show a strong effect at the top dose
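CellTiter-Glo luminescence gave cytotoxicity after 18 hours at 37 degrees C. The cells were HepG2 CAGA-GFP in 1% FBS DMEM, stimulated with 500 pg/mL TGF-beta after compound addition. %Activity was normalised to no-cell wells (complete cell-killing) and DMSO (no toxicity), and curves were fitted and classified.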
Nrf2 inh – inhibitors of Nrf2 signaling | AID 504444 | Potency, µM (highest dose often 46 µM), for inactives: at the top dose activity change, negative = inhibition, hits mostly inhibitors | A549 ARE-Fluc reporter, luciferase luminescence, 18-24 h | 360,000 compounds, 2.1% hits; note: potency is the fitted concentration of half-maximal effect; % is set by controls: 0 for no effect and ±100 for the full control effect; nearly all actives have a fitted effect of over 60% in size
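A549 ARE_Fluc cells, 5000/well, 5% FBS OPTI-MEM; compounds in dose-response, 18-24 h at 37 °C/5% CO2; CellTiter-Fluor viability read (Ex 405/Em 525), then BugLite luciferase luminescence = Nrf2 activity.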
ATXN viability – cell viability loss in ATXN counter-screen | S2 cells (HEK-293 line with an ATXN2-luciferase reporter) viability, CellTiter-Fluor protease fluorescence, 24 h | 400,000 compounds, 0.49% hits | AID 651635 | Potency, µM (titrated, usually from 56.7 µM), usual class: cytotoxic; note: potency is the fitted concentration of half-maximal effect; nearly all actives have a fitted effect of over 40% in size
MmCpn inh – M. maripaludis TRiC chaperonin inhibition. purified Mm-Cpn ATPase, ADP Transcreener TR-FRET. Potency, µM (series often up to 76.9 µM), for the others: at the highest dose activity, negative = inhibition, usual class: inhibitors. 330,000 compounds, 0.031% hits. AID 504842; note: potency is the fitted concentration of half-maximal effect; % is set by controls: 0 for no effect and ±100 for the full control effect; nearly all actives have a fitted effect of over 80% in size
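Purified archaeal chaperonin (25 nM final) was preincubated with compound for 10 min at 37°C, then ATP (10 uM final) was added for 30 min at 37°C in Tris pH 7.4/KCl/MgCl2/DTT buffer. ADP was quantified by HTRF Transcreener TR-FRET.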
Akt phos inh – inhibitors of Akt phosphorylation. Neuro2A IGF-stimulated pAkt S473 HTRF, 20 min; stronger effect = lower value. activity change, % for hits at 50 µM. 360,000 compounds, 0.32% hits; in the data active = activity change below about -80%; inconclusive = mostly about -51% to -80%; note: % is set by controls: 0 for no effect and ±100 for the full control effect
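Single-point screen (50 µM final compound) in Neuro2A cells stimulated 20 min with 6 nM IGF at 37 deg C. After lysis, Ser473-phosphorylated Akt read by HTRF (ex 330 nm, em 615/665 nm) as the 665/615 ratio.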
A549 tox – counter-screen for Nrf2 inhibitors: cytotoxicity in A549 cells | A549 ARE-Fluc cells, CellTiter-Fluor viability, 18-24 h | Potency, µM (series often up to 46 µM), for the others: at the top dose activity change, negative = cytotoxicity, usual class: inhibitors | 390,000 compounds, 0.16% hits; note: potency is the fitted concentration of half-maximal effect; % is set by controls: 0 for no effect and ±100 for the full control effect
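Cytotoxicity counterscreen: CellTiter-Fluor fluorescence was measured in A549 ARE_Fluc cells after 18-24 h of compound exposure in a concentration series. The subsequent BugLite luminescent read reports ARE-luciferase activity.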
The depositor's hits bear a star; i = inactive; u = inconclusive; x = not tested or not shown; & = joins results of further samples; [ ] = remark or other dose. Unless noted, calls come from the whole dose curve; as a rule, active = well fitted curve in the direction sought with a large enough effect; inconclusive = small, poorly fitted or top-dose-only effect, or another doubt; inactive = no such curve, though single readings can be large; an effect the other way counts as inactive or inconclusive.

Below each compound: A549 tox, TGFb SMAD3 inh, Nrf2 activator, HepG2 tox, ATXN viability, MmCpn inh, Nrf2 inh, CCT modulator, Akt phos inh
COc1cccc(NC(=S)N2CCCN(Cc3ccc(F)cc3)C2)c1
    6%, -19%, 0.2%, 7%, i, 2%, u, -1.1, i
Nc1ccccc1SCC(=O)Nc1nc(-c2ccccc2)cs1
    -12%, -2%, 5.2%, -19%, i, -7%, u, 0.1, i
COc1ccc(N2CCN(C(=O)c3ccc4ccccc4n3)CC2)cc1
    0%, 4%, 2.7%, 14%, u, 1%, 13%, -0.4, i
O=C(Nc1ccc(F)c(F)c1)C1CCCN(S(=O)(=O)c2cccc3nonc23)C1 (stereo unspecified)
    0%&9%, 1%&10%, -1.0%&0.6%, 11%&0%, i, -1%, -13%&5%, 2.1, i
CCOC(=O)c1c(C)nc(C)c2c(=O)oc3ccccc3c12
    2%, 14%, 0.0%, -5%, i, -2%, u, -1.2, i
CCOc1ccc(NC(=O)Cn2c(C)ccc(C#N)c2=O)cc1
    0%, 32%[activator], 0.0%, -4%, i, x, -21%, x, x
CCOC(=O)c1cc2occc2n1CCCN1C(=O)c2ccccc2C1=O
    6%, -21%, -0.8%, 2%, i, -1%, 16%, -1.2, i
COc1ccc(OC)c(C(=O)COC(=O)CN2C(=O)NC3(CCCCC3C)C2=O)c1 (stereo unspecified)
    -9%, 11%, -0.2%, -5%, u, 2%, -1%, -4.9, i
CCn1c(CCNC(=O)c2cccs2)nnc1SCC(=O)Nc1nc(-c2ccccc2)cs1
    -27%, -4%, 5.2%, -25%, i, 0%, u, -1.2, i
CC(=O)N1CCN(S(=O)(=O)c2cccc(C(=O)NC3CCCC3)c2)CC1
    -5%, -6%, 0.1%, -21%, i, -5%, u, -2.7, i
O=C(c1ccc(C(=O)N2CCOCC2)nc1)N1CCOCC1
    -4%, 35%[activator], 0.2%, 1%, u, 1%, 5%, 0.4, i
CCOC(=O)N1CCN(S(=O)(=O)c2ccc(C(=O)Nc3ccc(F)cc3F)cc2)CC1
    -14%, -17%, 0.2%, -1%, i, -2%, 1%, 1.4, i
COCCn1c(C)cc(C(=O)COC(=O)c2ccc3ncsc3c2)c1C
    -5%, -3%, 2.1%, -55%, u, -8%, u, -3.4, i
CN(Cc1cnn(C)c1)C(=O)c1cc(COc2c(F)cccc2F)on1
    -5%, -1%, 0.6%, -6%, i, 1%, 4%, -0.3, i
C[C@H](CO)N1C[C@H](C)[C@@H](CN(C)S(=O)(=O)c2cn(C)cn2)Oc2c(NS(=O)(=O)c3cccs3)cccc2C1=O
    8%, -1%, -0.4%, -27%, i, 0%, -5%, -2.2, i
CNC(=O)COC(=O)c1cc(-c2ccc(OC)cc2)nc2ccccc12
    -9%, -1%, 1.6%, -16%, i, 1%, u, -0.6, i
CCCCCCN1C[C@H](O)[C@@H](n2cc(-c3ccc(F)cc3)nn2)C[C@@H]1c1ccc(Cl)cc1
    x, u, -0.3%, -40%, u, x, x, -2.4, i
CCCCNC(=O)C1(C)CCN1C(=O)c1cccc(OC(C)=O)c1C (stereo unspecified)
    x, 0%, 0.0%, 7%, i, x, x, -1.8, i
O=C([C@H]1O[C@@H](n2ccc(=O)[nH]c2=O)[C@H](O)[C@@H]1O)N1CCN(c2ccc(Cl)cn2)CC1
    x, -18%, -0.2%, 0%, i, x, x, -0.9, i
Clc1ccc2nc(-c3ccc(Br)s3)cn2c1
    14%, -28%, u, -25%, i, u, u, -3.1, i
Cn1c(Cl)cnc1C(O)c1ccccc1 (stereo unspecified)
    14%, -2%, -0.3%, -4%, i, 0%, 10%, -0.1, i
COc1cc(C#N)c(N=C(SCC#N)N2CCOCC2)cc1OC
    -3%, -3%, 10%, 2%, i, -1%, u, -3.1, i
Cc1ccc(C2C(=O)N(C3CCCCCC3)CC(=O)N2CCC2=CCCCC2)cc1 (stereo unspecified)
    2%, -2%, 0.6%, -1%, x, x, x, x, x
Cc1ccc2nc(C(Cl)(Cl)Cl)nc(N/N=C/c3ccc([N+](=O)[O-])cc3)c2c1
    -2%, 0%, 0.0%, 0%, i, x, 4%, 1.7, i
CC(C)Oc1ccc(C(=O)NCC(=O)OCC(=O)N(C)Cc2cccs2)cc1
    -1%, -9%, -0.8%, 0%, i, 2%, -17%, 0.3, i
CC1Cc2ccccc2N1C(=O)CN1C(=O)CN(C)C(=O)c2ccccc21 (stereo unspecified)
    2%, -3%, 0.1%, -1%, i, 2%, 9%, -35*, i
Cc1nonc1CC(=O)NC1CC(C)(C)Cc2c1cnn2-c1ccc(F)cc1 (stereo unspecified)
    3%, 1%, -0.3%, 4%, i, -4%, 12%, -3.8, i
COc1ccc(-c2ccc(C#N)c(OC)n2)cc1
    1%, 23%, 5.8%, 3%, i, -2%, -11%, -3.3, i
Cc1ccn(-c2ccc([N+](=O)[O-])cc2)n1
    12%, 7%, 2.2%, -16%, i, 1%, 8%, -1.1, i
O=c1c2c(-c3cccs3)csc2ncn1-c1ccccc1
    5%, 33%, 2.9%, 3%, i, -2%, 0%, -4.0, i
CCOc1ccc(N2CC(C(=O)N3CC(C)OC(C)C3)CC2=O)cc1 (stereo unspecified)
    5%, -8%, -0.3%, 3%, i, 3%, -12%, -0.8, i
CSc1sc(C(=O)NC(=O)NCc2ccncc2)c(C)c1-c1ccon1
    -3%, -5%, 1.5%, 2%, i, -1%, u, 0.8, i
COc1cc(OC)c(S(=O)(=O)NCc2cccnc2)cc1NC(C)=O
    0%, -20%, -0.8%, -19%, i, 3%, 7%, -3.1, i
CCCCCc1nc(-c2nonc2N)no1
    -3%, -2%, 0.1%, -35%, i, -1%, -1%, -0.2, -120%*
CCNC(=S)NNC(=O)c1cc(-c2ccc(OC)cc2)nc2ccccc12
    1%, -3%, 1.8%[9.22 µM], 7.9µM*, i, -2%, u, 2.7, i
CCOC(=O)c1cc2c(ccn2C)n1CC(=O)Nc1ccc(F)cc1
    4%, -3%, 0.4%, -21%, i, 0%, -19%, -2.0, i
CC(C)CN(C(=O)c1cccc(S(=O)(=O)N2CCN(c3ccc(F)cc3)CC2)c1)C1CCS(=O)(=O)C1 (stereo unspecified)
    -4%, 1%, 0.4%, 8%, i, -1%, -18%, 0.6, i
Cc1ccc(S(=O)(=O)N2[C@@H](c3ccccc3)C(C(=O)O)=CC[C@H]2c2ccc(C(C)C)cc2)cc1
    -14%, 16µM*, 3.0%, -31%, i, -2%, -12%, -0.9, i
COCCNC(=O)C1CC(=O)N(c2ccc(OC)cc2)C1c1ccc(OC)cc1 (stereo unspecified)
    0%, 8%, 0.0%, -12%, i, 1%, 4%, 0.7, i
CCCCNCc1cc(OCC)c(OCC)cc1Br
    -4%, -1%, 0.7%, -6%, i, -4%, 1%, -0.7, i

Random excerpt: two compounds from above.
Below each compound: A549 tox, TGFb SMAD3 inh, Nrf2 activator, HepG2 tox, ATXN viability, MmCpn inh, Nrf2 inh, CCT modulator, Akt phos inh
Cc1ccc(C2C(=O)N(C3CCCCCC3)CC(=O)N2CCC2=CCCCC2)cc1 (stereo unspecified)
    2%, -2%, 0.6%, -1%, x, x, x, x, x
O=c1c2c(-c3cccs3)csc2ncn1-c1ccccc1
    5%, 33%, 2.9%, 3%, i, -2%, 0%, -4.0, i

The list goes on:
Below each compound: A549 tox, TGFb SMAD3 inh, Nrf2 activator, HepG2 tox, ATXN viability, MmCpn inh, Nrf2 inh, CCT modulator, Akt phos inh
COC(=O)c1cn(C)c2ccc(S(=O)(=O)N3CC(C)CC(C)C3)cc2c1=O (stereo unspecified)
    -3%, 1%, -0.1%, -13%, i, -3%, -6%, -0.4, i
Cc1ccc(NC(=O)Nc2nnc(SCC(=O)Nc3ccc(F)cc3F)s2)cc1
    -3%, 0%, -1.1%, -7%, x, x, x, x, x
Cc1cc(C)n(CC(=O)NN)n1
    15%, 0%, 0.4%, -1%, i, -1%, 12%, 0.3, i
CN1/C(=C\C(=S)Nc2ccccc2)C(C)(C)c2ccccc21
    u, -28%, 0.1%, -39%, i, -9%, u, -0.5, i
COc1ccc(Cl)cc1NC(=S)NCCCN1CCCC1=O
    -15%, -1%, 1.0%, -7%, i, -2%, 0%, 0.1, i
CC(O)CSc1nc2c(c(=O)[nH]c(=O)n2C)n1Cc1ccccc1Cl (stereo unspecified)
    0%, 0%, 1.7%, -4%, i, -1%, u, -1.9, i
Cc1ccccc1-n1c(=O)cc(N2CCCCCC2)[nH]c1=O
    -8%, 0%, 0.7%, -2%, i, 1%, 10%, 1.2, i
O=C(CSc1nc(=O)n(CCN2CCOCC2)c2c1CCCC2)Nc1cccc([N+](=O)[O-])c1
    -2%, -1%, 0.0%, -12%, u, -1%, -20%, -3.4, i
Cc1ccc(S(=O)(=O)N2CCOCC2)cc1NC(=O)c1ccc(F)cc1F
    0%, 1%, -0.7%, 5%, i, -1%, -11%, 0.0, i
C=CCN1C=C2C(=O)C(C)(OC(=O)C3CCCC3)C(=O)C(c3ccccc3)=C2C=C1CCCC(=O)OC (stereo unspecified)
    -5%, 6%, 3.6%, -1%, i, 0%, 4%, 0.8, i
CC(C)(C)OC(=O)N1CCC(c2c(C(=O)NCc3ccco3)cnn2-c2ccc(F)cc2F)CC1
    -2%, u, 3.5%, -10%, x, x, u, x, x
Nc1nonc1-n1nnc(C(=O)N/N=C/c2ccccc2Cl)c1-c1ccc2c(c1)OCO2
    3%, -10%, -0.1%, -7%, i, 0%, -4%, -0.8, i
COc1cc(NC(=O)C2CC3CCC2C3)c(OC)cc1Cl (stereo unspecified)
    -1%, -12%, 2.9%, -53%, i, x, 9%, -10, i
Cc1noc(COc2ccccc2OCC(N)=O)c1Cl
    0%, 1%, 5.9%, -1%, i, -1%, -2%, -2.7, x
O=C(COc1cccc2c1CCNC2=O)Nc1cccc(F)c1
    1%, -2%, 4.3%, -17%, i, -2%, u, 2.7, i

Screening results (PubChem)

Random draw from the library. About 4.4% of those tested had a hit in this group.
